# FAS-TE inh: FAS thioesterase (human) inhibition; P49327; recombinant FAS-TE, OMFH fluorogenic substrate, fluorescence endpoint; inhibition, % at 15 µM; hit rate 0.67% among 360,000;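 active = compounds whose normalised, plate-corrected inhibition of enzyme fluorescence in the single-dose primary screen is 50% or more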;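 note: 0% = DMSO with enzyme and 100% = substrate without enzyme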
# Rin1-Abl PPI inh: blocks binding of human Rin1 to Abl; P00519+Q13671; TR-FRET Rin1/Abl binding, biochemical; inhibition, % at 7.35 µM; hit rate 0.4% among 360,000; in the data active = inhibition above about 5%, passing the limit was not always enough
# NadD inh: inhibitors of Staphylococcus aureus NadD; purified NadD enzyme, colorimetric absorbance read-out; inhibition, % at 20 µM; hit rate 0.78% among 360,000; in the data active = inhibition above about 26%; note: some compounds past the cut are filed as inactive
# Neddylation inh: inhibitors of human cullin neddylation; TR-FRET cullin neddylation, biochemical; calls only at 25 µM; P61081+Q13564; hit rate 0.58% among 360,000; in the data active = inhibition above about 36%
# SKN-1 inh: C. elegans SKN-1 inhibition | C. elegans VP596 Pgst-4::GFP/RFP ratio, acrylamide-induced, 24 h | inhibition, % at 21.8 µM | AID 624304 | hit rate 0.49% among 360,000;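 active = interference check ratio from 0.5 to 1.5 plus GFP to RFP signal ratio inhibition reaching or exceeding a fixed threshold, cut at about 30% in these data, passing the limit was not always enough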; note: some compounds called inactive have numbers as strong as hits
# Rpn11 block: inhibitors of human proteasome Rpn11 | hit rate 0.59% among 360,000 | AID 588493 | O00487 | calls only at 20 µM | human 26S proteasome, Ub4-pepOG fluorescence polarization; 20S core pre-blocked with epoxomicin;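 active = inhibition at 20 µM, scaled to each plate's controls, above about 33%, limit read from the data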
# Target sequence (O00487 whole entry, looked up): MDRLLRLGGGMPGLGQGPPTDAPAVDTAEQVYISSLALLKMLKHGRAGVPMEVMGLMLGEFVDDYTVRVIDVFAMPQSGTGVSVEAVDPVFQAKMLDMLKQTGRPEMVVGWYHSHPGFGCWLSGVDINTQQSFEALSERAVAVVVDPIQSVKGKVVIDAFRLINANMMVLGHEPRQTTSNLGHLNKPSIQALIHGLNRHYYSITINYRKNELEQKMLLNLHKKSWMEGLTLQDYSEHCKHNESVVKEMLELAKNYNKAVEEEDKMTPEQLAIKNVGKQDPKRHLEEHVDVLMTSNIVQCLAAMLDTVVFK
# CSN inh: blocks human CSN-mediated cullin deneddylation; hit rate 0.38% among 360,000; inhibition, % at 12.5 µM; Purified CSN, SCF-Nedd8-OG deneddylation, fluorescence polarization; AID 651999;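 active = pattern-corrected inhibition above about 35%, with an unprinted fluorescence ratio check between 0.5 and 1.5, limit read from the data, passing the limit was not always enough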;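 note: 0% = enzyme with substrate and 100% = substrate without enzyme; some results filed as inactive read as strong as hits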
#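 Detection – fluorescence polarization · System – HEK293T-derived human Csn5 enzyme · Controls – substrate-only high control, full reaction low control · Timing – 90 min, room temperature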
# MT1-MMP act inh: blocks activation of human MT1-MMP; HT1080 RFP-PRO-GFP cells, GFP/RFP ratio fluorescence, overnight; percent of plate control window, DMSO zero; GFP/RFP ratio change, % at 20 µM; hit rate 0.061% among 360,000; AID 651647;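 active = GFP/RFP ratio change of at least 30% with cell ATP level not reduced by more than half and red fluorescence within 50% of control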; note: strong numbers were not always called active
#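 Assay system: HT1080 cells carrying an RFP-PRO-GFP reporter | Dosing: Single dose of 20 µM compound, 1% DMSO final | Incubation: Cells overnight before dosing, compound overnight, 37 °C, 5% CO2 | Evaluation: GFP/RFP fluorescence ratio | Control set: DMSO and RFP-L50D-GFP cell wells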
# PABP1 MLLE inh: blocks PAM2 peptide binding to the PABP1 MLLE domain | GST-MLLE / FITC-PAM2 fluorescence polarization | hit rate 0.36% among 360,000 | P11940 | inhibition, % at 20 µM; in the data active = inhibition above about 35%, passing the limit was not always enough;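 note: plate controls were DMSO wells with GST-MLLE for no effect and wells lacking GST-MLLE protein for full effect; some results filed as inactive read as strong as hits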
# Target sequence (P11940 whole entry, looked up, the tested form may be a part): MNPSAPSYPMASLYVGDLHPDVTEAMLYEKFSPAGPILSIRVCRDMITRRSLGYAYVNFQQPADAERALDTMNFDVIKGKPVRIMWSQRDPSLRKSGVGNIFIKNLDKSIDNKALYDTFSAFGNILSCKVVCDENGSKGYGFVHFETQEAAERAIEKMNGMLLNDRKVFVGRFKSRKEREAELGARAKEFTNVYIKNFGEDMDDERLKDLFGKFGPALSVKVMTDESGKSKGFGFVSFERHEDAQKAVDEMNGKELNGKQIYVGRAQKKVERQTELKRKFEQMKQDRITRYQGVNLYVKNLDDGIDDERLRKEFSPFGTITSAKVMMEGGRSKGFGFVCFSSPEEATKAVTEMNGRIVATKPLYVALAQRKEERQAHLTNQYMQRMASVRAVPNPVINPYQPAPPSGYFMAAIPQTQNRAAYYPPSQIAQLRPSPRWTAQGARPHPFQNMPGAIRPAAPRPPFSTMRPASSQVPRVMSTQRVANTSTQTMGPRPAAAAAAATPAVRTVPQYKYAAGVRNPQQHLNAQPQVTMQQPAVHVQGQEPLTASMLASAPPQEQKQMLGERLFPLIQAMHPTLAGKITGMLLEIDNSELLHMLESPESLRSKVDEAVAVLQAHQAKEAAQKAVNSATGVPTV
# * = called active by the depositor; i = inactive; · = no result given. Compounds as they come. About 3.9% of those tested had a hit in this group.
SMILES,FAS-TE inh,Rin1-Abl PPI inh,NadD inh,Neddylation inh,SKN-1 inh,Rpn11 block,CSN inh,MT1-MMP act inh,PABP1 MLLE inh
CC(=O)Nc1nc(N2C(=O)c3ccccc3C2=O)n(-c2ccccc2)n1,-1,2,1,i,1,i,6,-5,3
CC(=O)NC(CC(=O)Oc1ccc(C)cc1Br)c1ccccc1 (centres undefined),-2,0,-4,i,-19,i,3,5,-36
COc1ccc(-c2cc(C(=O)N/N=C/c3cc(OC)c(OC)cc3OC)c3ccccc3n2)cc1,26,1,3,·,2,i,-3,2,-4
O=C(c1ncn2c1c(=O)[nH]c1ccccc12)N1CCc2ccccc2C1,-7,-2,3,i,23,i,-3,-1,1
O=P(c1ccccc1)(c1ccccc1)C1CCCO1 (centres undefined),-4,-1,-2,i,-5,i,4,2,0
COc1ccc(COC(=O)C2=C(C)NC(=O)NC2c2ccc(O)c(OC)c2)cc1 (centres undefined),-1,-2,5,i,14,i,2,2,-2
CCOC(=O)c1ccc(NC(=O)CN2CCN(C(=O)c3ccco3)CC2)cc1,-3,3,-2,i,-21,i,5,-1,-7
CCCC(=O)Nc1nn(CC(C)C)c2nc3cc(C)ccc3cc12,-3,0,3,·,-8,i,4,-2,-79
COc1ccc(OC)c(S(=O)(=O)Nc2cccc(C(C)=O)c2)c1,-2,-3,-3,i,15,i,2,1,-3
CCn1c(C2CC(=O)N(c3cc(C)cc(C)c3)C2)nc2ccccc21 (centres undefined),-4,2,5,i,-6,i,0,0,9
COc1ccc(-n2c(SCC(=O)N3CCCCC3)nc3ccccc3c2=O)cc1,0,4,-6,i,-9,i,-1,0,-7
Cc1ccc(SCc2[nH]nc3c2C2(CCSCC2)C(C#N)=C(N)O3)cc1,0,0,4,i,4,i,0,1,0
CC1=NN(c2ccccc2)C(=O)/C1=C/C=C/C=C/N(C)C,-2,-21,6,i,66*,·,104,40*,-158
O=C(COC(=O)c1cc(Br)ccc1O)NNC(=O)c1ccc(Cl)cc1,-2,-1,5,i,-7,i,-4,1,-23
CCOC(=O)N1CCN(c2c(-c3ccc(C(C)C)cc3)c(=O)c2=O)CC1,7,-4,1,i,-9,i,-6,-4,10
Cc1nn(-c2ccccc2)c2c1C(c1ccco1)C(C#N)=C(N)O2 (centres undefined),-7,3,-2,i,5,i,-1,4,6
O=C(Nc1ccccc1)C1CC(=O)n2c(nc3ccccc32)N1 (centres undefined),-7,-3,-6,i,-2,i,-1,5,-4
CC1=C(C(=O)OC2CCCCC2)C(c2cccnc2)n2nnnc2N1 (centres undefined),-9,-1,0,i,-3,i,-3,8,-2
COc1cc(C(c2nnnn2C2CCCC2)N2CCN(C(=O)c3ccco3)CC2)cc(OC)c1OC (centres undefined),-2,5,4,i,25,i,1,0,3
O=C(Oc1ccc([N+](=O)[O-])cc1)c1cc(-c2ccccc2)nc2ccccc12,28,-3,1,i,-16,i,-1,-1,27
Cc1[nH]c2ccccc2c1C(=O)C(=O)N1CCN(c2cccc(Cl)c2)CC1,13,0,-6,i,-12,i,0,1,11
CCNC(=O)CCSc1nnc(-c2ccncc2)o1,-3,2,-3,i,6,i,4,1,-3
CC1C(=O)C(C)C(c2cccc(Br)c2)NC1c1cccc(Br)c1 (centres undefined),29,0,4,i,-1,i,-4,1,2
O=C(NCCNc1ccc([N+](=O)[O-])cc1)c1cccs1,-2,-4,-1,i,-7,i,6,-3,-4
O=C(Nc1ccc2c(c1)OCCO2)c1c(F)c(F)c(F)c(F)c1F,2,0,-8,i,-21,i,-1,-3,5

# (list continues)
SMILES,FAS-TE inh,Rin1-Abl PPI inh,NadD inh,Neddylation inh,SKN-1 inh,Rpn11 block,CSN inh,MT1-MMP act inh,PABP1 MLLE inh
CCN(CC)c1ccc(NC(=O)c2ccc3c(c2)OCO3)cc1,2,-1,0,i,0,i,2,0,-9
CCOC(=O)C1=C(C)Nc2ccccc2N=C1NC(=O)c1ccc(Cl)c(S(=O)(=O)N2CCCC2)c1,10,0,-2,i,13,i,6,-8,-21
Cn1c(=O)c2[nH]c(N3CCN(c4ccccc4)CC3)nc2n(C)c1=O,-9,0,-8,i,0,i,-2,2,0
CCC1(C)OC(=O)NN(c2ccc(C)cc2)C1(C)O (centres undefined),-3,-2,6,i,3,i,-16,-1,-5
Cc1csc(NC(=O)CCC(=O)N(CC(=O)NC2CCCC2)c2ccccc2)n1,-3,1,-4,i,5,i,0,-1,-22
CS(=O)(=O)N1CCc2nc(-c3ccccc3)sc2C1,-8,1,-4,i,-14,i,5,2,-16
Cc1ccc(/C=C/C(=O)O)cc1S(=O)(=O)NCc1cccnc1,-5,-3,-4,i,-8,i,-8,0,4
NNc1ccc2nncn2n1,-5,-2,2,i,-4,i,-2,0,16
CCCn1cnc2c(SCc3ccccc3)nc(N)nc21,-8,3,-1,i,14,i,-1,3,7
Cc1ccc(NC(=O)CN(C)C(=O)COc2ncnc3ccc(Br)cc23)cc1,16,1,-5,i,11,i,0,-4,0
O=C(NCCN1CCCCC1)Nc1ccccc1,-8,-3,-1,i,0,i,-1,-4,0
CN(CC(=O)Nc1ccc(F)c(F)c1F)C(=O)c1cc(-c2ccncc2)nc2ccccc12,-3,3,6,i,4,i,6,-2,-23
O=C(Nc1cccc(S(=O)(=O)Nc2ccccc2Cl)c1)c1ccc(Cl)nc1,-3,-3,-1,i,6,i,0,18,11
O=C(CCC(=O)c1cccs1)NCc1cccc(Cl)c1,0,1,0,i,-4,i,4,0,5
CCN(c1ccccc1)S(=O)(=O)c1nnc(NC(=O)C(C)(C)C)s1,1,2,3,i,-1,i,4,-2,11
C=CCN(CC=C)C(=O)C(=O)c1ccn(-c2c(C)csc2C(=O)OC)c1,-3,0,2,i,-7,i,-3,-13,-7
C[N+](C)(C)CC/C=C1/c2ccccc2CSc2ccccc21,-7,-2,13,i,-18,i,1,-8,-122
Cc1cccc(C)c1NC(=O)CS(=O)CC(=O)NC1CCN(Cc2ccccc2)CC1 (centres undefined),-4,2,-1,i,-32,i,2,-1,9
O=C(COc1ncnc2cc(Cl)ccc12)c1ccc2c(c1)OCCO2,-4,6,3,i,3,i,6,·,-12
Cc1ccc(C(=O)c2nccn2C)cc1C,-3,-2,3,i,7,i,6,-4,8
CCn1c(CNc2cccc(Cl)c2)nnc1SCC(=O)OC1CCCCC1,2,1,-4,i,-6,i,2,0,-16
C[C@H](CO)NC(=O)c1nc[nH]c1C(=O)N[C@H](C)c1ccccc1,-5,1,-4,i,-3,i,1,-1,6
COc1cc(/C=C2\N=C(c3c(-c4ccccc4)noc3C)OC2=O)ccc1OC(C)=O,1,-4,13,i,-8,i,3,-2,-9
COc1ccc2cc(CCNC(=O)c3ccc(S(=O)(=O)N4CCOCC4)cc3)c(=O)[nH]c2c1,0,2,-3,i,-21,i,3,-1,-8
OC(CCN1CCC2CCC(C2)C1)c1ccc(Br)cc1 (centres undefined),-10,2,2,i,2,i,1,1,-8

# Overlap with the part before: seven entries, then new ones.
SMILES,FAS-TE inh,Rin1-Abl PPI inh,NadD inh,Neddylation inh,SKN-1 inh,Rpn11 block,CSN inh,MT1-MMP act inh,PABP1 MLLE inh
O=C(COc1ncnc2cc(Cl)ccc12)c1ccc2c(c1)OCCO2,-4,6,3,i,3,i,6,·,-12
Cc1ccc(C(=O)c2nccn2C)cc1C,-3,-2,3,i,7,i,6,-4,8
CCn1c(CNc2cccc(Cl)c2)nnc1SCC(=O)OC1CCCCC1,2,1,-4,i,-6,i,2,0,-16
C[C@H](CO)NC(=O)c1nc[nH]c1C(=O)N[C@H](C)c1ccccc1,-5,1,-4,i,-3,i,1,-1,6
COc1cc(/C=C2\N=C(c3c(-c4ccccc4)noc3C)OC2=O)ccc1OC(C)=O,1,-4,13,i,-8,i,3,-2,-9
COc1ccc2cc(CCNC(=O)c3ccc(S(=O)(=O)N4CCOCC4)cc3)c(=O)[nH]c2c1,0,2,-3,i,-21,i,3,-1,-8
OC(CCN1CCC2CCC(C2)C1)c1ccc(Br)cc1 (centres undefined),-10,2,2,i,2,i,1,1,-8
CCOC(=O)c1sc(N(Cc2ccccc2)C(=O)CN2C(=O)CN(C)C2=O)nc1C,5,-1,3,i,13,i,1,-3,10
N#C/C(=C(\O)c1ccco1)c1ccccn1,-8,-3,19,i,2,i,-3,0,8
COc1cccc(-c2nnn(CC(=O)N3CCC(C)CC3)n2)c1,0,0,3,i,0,i,-6,2,9
COc1ccc(CN2CCN(C(=O)c3c(-c4ccccc4)noc3C)CC2)cc1F,-5,0,-1,i,-9,i,0,-2,5
COc1ccc(OC)c(NC(=O)c2cn(C)c(=O)c3cc(OC)c(OC)cc23)c1,2,2,-8,i,18,i,-5,7,-6
COCCN(CCOC)C(=O)N1CCOCC1,-2,0,-4,i,1,i,8,0,5
CCc1ccc(/C=C2\SC(=S)N(CCCC(=O)N3CCN(C)CC3)C2=O)cc1,8,-4,-11,i,14,i,-1,11,15
CN1c2ccccc2-c2nc3ccccc3n2C1c1ccncc1 (centres undefined),-5,-3,9,·,-4,i,-1,6,8
O=C(O)CSCC(=O)N(Cc1ccccc1)c1nc(-c2ccccc2)c(-c2ccccc2)s1,44,1,24,i,0,i,-1,-2,-1
CCOc1ccc(NC(=O)CN(C)S(=O)(=O)c2cccs2)cc1,-6,4,4,i,4,i,-4,0,-5
Cc1ccc(-c2csc(NC(=O)C3CC=CCC3C(=O)O)c2C(=O)OC(C)C)cc1 (centres undefined),-6,1,10,i,6,i,2,1,-12
Nc1[nH]c(=S)nc2nc(-c3ccccc3)c(-c3ccccc3)nc12,7,1,31*,i,9,i,-6,1,33
CCOC(=O)c1nnc(-c2ccccc2)nc1N1CC(C)OC(C)C1 (centres undefined),7,-1,-2,i,-6,i,-2,1,10
C[C@@H]1CN([C@H](C)CO)C(=O)CCCn2nncc2CO[C@H]1CN(C)C(=O)Cc1ccccc1,-10,0,-2,i,30,i,-1,3,4
CC(=O)N1CCc2cc(S(=O)(=O)NCCC(=O)N3CCc4ccccc4C3)ccc21,-7,-3,-1,i,-10,i,-6,-1,-1
CC[C@@H]1[C@H]2CCCC(=O)N3CC[C@@H](C[C@@H]1OC(=O)Nc1ccccc1)[C@@H]23,-5,-2,2,i,8,i,4,2,10
COc1cccc(CN2CCCC(C(=O)Nc3ccc(-c4cscn4)cc3)C2)c1 (centres undefined),2,0,-2,i,9,i,-3,3,-6
CC(C)(C)OC(=O)[C@H](Cc1ccccc1)NC(=O)c1nc[nH]c1C(=O)NCC(=O)OCc1ccccc1,35,1,9,i,7,i,-2,2,-5
Cc1[nH]n(-c2cccc(Cl)c2)c(=O)c1-c1ccccc1,-3,1,0,i,17,i,3,-5,3
COc1cccc(NC(=O)c2ccc(-n3cnnn3)cc2)c1,-2,-1,2,i,-3,i,-2,1,-2
Cc1ccc(OCC(=O)NNC(=O)c2ccccc2OCc2c(C)noc2C)cc1,1,1,-5,i,-20,i,0,2,0
COC(=O)c1ccc(NC(=O)COC(=O)COc2cccc3c2OC(C)(C)C3)cc1,2,-1,-15,i,-6,i,-1,-1,6
COc1ccccc1C(=O)NCc1ccc(-c2nc3ccccc3s2)cc1,-7,0,-5,i,-4,i,-15,-1,-9
CCc1nc2c(OCc3cccc(Cl)c3)cccn2c1N(C)C(=O)Nc1ccccc1OC,17,0,-5,i,14,i,1,-7,1
CSc1ccc(C(=S)N2CCN(Cc3ccccc3)CC2)cc1,17,-2,-1,i,-19,i,-4,-1,8

# Bioassay records as filed in PubChem BioAssay.
